Tb PGK inh = inhibitors of T. brucei phosphoglycerate kinase. Potency, µM (highest dose often 57.5 µM), inactives show top-dose activity change, negative = inhibition, actives largely listed as inhibitors. PGK/GAPDH coupled, Kinase-Glo luminescence, 60 min. actives 0.043% (n = 380,000); further: potency means the concentration at half of the fitted maximal effect; on the % scale 0 is the no-effect control and ±100 the full control effect; nearly all actives have a fitted effect of over 60% in size
Target sequence (P07378 whole entry, looked up): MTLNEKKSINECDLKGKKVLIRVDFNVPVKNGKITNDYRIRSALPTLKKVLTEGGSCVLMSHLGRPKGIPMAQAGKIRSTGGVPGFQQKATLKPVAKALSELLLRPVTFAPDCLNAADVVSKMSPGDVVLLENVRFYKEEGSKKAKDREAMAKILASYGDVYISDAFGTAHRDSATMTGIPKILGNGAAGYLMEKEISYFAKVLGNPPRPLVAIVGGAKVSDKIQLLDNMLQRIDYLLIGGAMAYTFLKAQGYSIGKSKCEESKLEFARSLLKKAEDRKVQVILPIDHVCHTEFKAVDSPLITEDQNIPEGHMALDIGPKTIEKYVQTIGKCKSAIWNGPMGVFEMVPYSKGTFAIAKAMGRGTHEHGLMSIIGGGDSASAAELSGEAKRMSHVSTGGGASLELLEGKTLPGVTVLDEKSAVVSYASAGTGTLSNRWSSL
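Luminescent ATP detection (Kinase-Glo Plus) follows a 60-minute room-temperature incubation, with wells lacking PGK as controls. Buffer: 100 mM TEA (pH 7.6), 5 mM MgCl2, 0.01% Tween-20. Coupling enzyme GAPDH (100 nM final) supplies unstable 1,3-BPG in-well.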
G9a inh = inhibitors of human histone lysine methyltransferase G9a; G9a H3K9 monomethylation, AlphaScreen, 2 h; Potency, µM (titrated, usually from 102 µM), inactives show top-dose activity, negative = inhibition, most hits filed as inhibitors; actives 8.8% (n = 350,000); AID 504332; further: potency means the concentration at half of the fitted maximal effect; on the % scale 0 is the no-effect control and ±100 the full control effect; nearly all actives have a fitted effect of over 75% in size
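Quantitative HTS format: methyltransferase activity on a biotin-tagged H3K9 peptide is measured by AlphaScreen, using a rabbit anti-monomethyl-H3K9 antibody with streptavidin donor and anti-IgG acceptor beads. Final levels are 20 nM enzyme, 500 nM peptide, 20 uM SAM; 2 h RT.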
HP1b binding inh = inhibitors of HP1-beta chromodomain binding to methylated histone tails; P83916; AlphaScreen HP1-beta / biotin-H3K9me3 peptide binding; Potency, µM (highest dose often 114 µM), for the others: top-dose activity change, negative = inhibition, usual class: inhibitors; actives 0.56% (n = 390,000); AID 540317; further: potency means the concentration at half of the fitted maximal effect; nearly all actives have a fitted effect of over 70% in size; inactives centre near 23
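AlphaScreen: HP1-beta (50 nM) preformed 30 min with biotin-H3(1-18)K9me3 peptide (50 nM) in PBS pH 7.4, 0.01% Tween-20. Compound added for 30 min at RT, then streptavidin donor/nickel chelate acceptor beads (10 ug/mL) for 30 min.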
GLS inh = glutaminase GLS (human) inhibition; Potency, µM (highest dose often 45.5 µM), for inactives: at the top dose activity change, negative = inhibition, actives largely listed as inhibitors; GLS enzymatic activity, qHTS titration; actives 0.21% (n = 410,000); further: potency means the concentration at half of the fitted maximal effect; on the % scale 0 is the no-effect control and ±100 the full control effect
Target sequence (O94925 whole entry, looked up): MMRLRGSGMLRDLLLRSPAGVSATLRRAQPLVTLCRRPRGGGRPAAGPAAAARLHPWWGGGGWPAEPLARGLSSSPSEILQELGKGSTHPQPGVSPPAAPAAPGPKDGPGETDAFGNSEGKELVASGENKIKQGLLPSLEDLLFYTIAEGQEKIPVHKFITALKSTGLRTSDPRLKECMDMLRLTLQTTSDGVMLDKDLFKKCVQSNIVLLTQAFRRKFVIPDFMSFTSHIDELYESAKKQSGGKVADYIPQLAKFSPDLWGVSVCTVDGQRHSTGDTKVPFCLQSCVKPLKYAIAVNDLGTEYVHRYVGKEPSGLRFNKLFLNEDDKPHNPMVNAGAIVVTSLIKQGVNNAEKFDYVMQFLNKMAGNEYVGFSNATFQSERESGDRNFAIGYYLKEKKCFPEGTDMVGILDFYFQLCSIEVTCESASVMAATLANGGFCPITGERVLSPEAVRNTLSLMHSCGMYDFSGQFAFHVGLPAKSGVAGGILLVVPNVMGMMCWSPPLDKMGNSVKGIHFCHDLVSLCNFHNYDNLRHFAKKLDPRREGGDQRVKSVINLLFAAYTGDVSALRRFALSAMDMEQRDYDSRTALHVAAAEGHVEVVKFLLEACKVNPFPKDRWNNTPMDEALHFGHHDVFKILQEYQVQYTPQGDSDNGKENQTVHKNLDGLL
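Glutamate formation by hKGA was monitored fluorometrically using coupled glutamate oxidase, HRP and Amplex Red. Substrate was added as 1 mM L-glutamine solution; incubation was 30 min at RT after an initial read.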
PI4K2A inh = inhibitors of human PI4K2A. Q9BTU6. purified PI4K2A, ADP-Glo luminescence, 1 h; hits give low values. activity change, negative = inhibition, % at 76.9 µM. actives 0.13% (n = 420,000). AID 1346378; in the data active means activity change below about -50%; inconclusive means mostly about -30% to -49%;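 further: -100% = wells without enzyme as full effect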
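ADP-Glo luminescence measured ADP generated by PI4K2A enzyme (4 ug/mL before mixing) with 1.2 mM PI substrate (pre-mix) and 300 microM ATP (pre-mix). Tris pH7.5 buffer with MgCl2, Triton X-100; 1 h reaction at ambient temperature.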
JMJD2A Tudor inh = JMJD2A Tudor domain (human) inhibition; O75164; actives 4.4% (n = 390,000); AlphaScreen JMJD2A-Tudor / H3K4me3 peptide binding; Potency, µM (doses to about 114 µM), for the others: top-dose activity change, negative = inhibition, most hits filed as inhibitors; further: potency means the concentration at half of the fitted maximal effect; on the % scale 0 is the no-effect control and ±100 the full control effect; nearly all actives have a fitted effect of over 50% in size
Pin1 inhibitor = human Pin1 inhibition. Pin1 FP peptide displacement, HiFluor488, 10 min. Potency, µM (titrated, usually from 115 µM), for the others: top-dose activity, negative = inhibition, usual class: inhibitors. actives 0.009% (n = 390,000); active means well fitted inhibition curve with a large enough effect in the polarisation, with a control signal flat, not every such curve was filed as active; inconclusive means small, poorly fitted or top-dose-only effect, or effect the other way, or a change in a side signal; inactive means no such curve, though single readings can be large or run the other way; the % refers to the polarisation; further: potency means the concentration at half of the fitted maximal effect; on the % scale 0 is the no-effect control and ±100 the full control effect
BAZ2B block = inhibitors of human BAZ2B bromodomain; Q9UIF8; AlphaScreen BAZ2B-H3K14Ac peptide displacement; Potency, µM (series often up to 114 µM), inactives show at the top dose activity change, negative = inhibition, usual class: inhibitors; actives 4.4% (n = 360,000); AID 504333; further: potency means the concentration at half of the fitted maximal effect; on the % scale 0 is the no-effect control and ±100 the full control effect; nearly all actives have a fitted effect of over 60% in size
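AlphaScreen luminescence quantifies BAZ2B engagement of H3K14Ac peptide; the protein and biotinylated peptide are both at 50 nM final, buffer PBS pH 7.4 with 0.01% Tween-20, all steps at room temperature.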
ERG-DNA inh = inhibitors of human ERG Ets domain-DNA interaction; AID 624246; fluorescence polarization, His-ERG Ets domain / labelled DNA; actives 0.028% (n = 370,000); P11308; Potency, µM (highest dose often 76.9 µM), inactives show at the highest dose FP activity, negative = inhibition, hits mostly inhibitors; active means well fitted inhibition curve with a large enough effect in the polarisation, with a control signal flat; inconclusive means small, poorly fitted or top-dose-only effect, or effect the other way, or a change in a side signal; inactive means no such curve, though single readings can be large or run the other way; the % refers to the polarisation;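 further: polarization taken with two DNA probes labelled with fluorescein and Texas red; potency means the concentration at half of the fitted maximal effect; % of control where 0% means no effect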
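His-tagged ERG Ets domain (1 uM in the protein solution; 300mM KCl, 50mM Tris-HCl, 1mM EDTA, 1mM DTT, pH 7.5) received compound, then a probe mix of 5 nM fluorescein-DNA and 100nM Texas-615-DNA. Fluorescence polarization was read for both dyes.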
* marks the source's active call; other numbers are inactive results; i = inactive; ? = inconclusive; . = no result given; [ ] = another dose, or the depositor's remark. Unless noted, the call rests on the fitted dose curve; in most records, active means well fitted curve in the direction sought with a large enough effect; inconclusive means small, poorly fitted or top-dose-only effect, or another doubt; inactive means no such curve, though single readings can be large; an effect the other way counts as inactive or inconclusive.

Tb PGK inh,G9a inh,HP1b binding inh,GLS inh,PI4K2A inh,JMJD2A Tudor inh,Pin1 inhibitor,BAZ2B block,ERG-DNA inh,SMILES
-5%,9%[59 µM],12%,4%,-2,-16%,14%,3%,-7%,Cc1ccc(-c2onc(C)c2C)cc1S(=O)(=O)Nc1cccc(Cl)c1C
-5%,.,2%,8%,-5,35µM*,-17%,.,-6%,Cc1ccc(Cn2c(CCNc3nc(-c4ccc(Cl)c([N+](=O)[O-])c4)cs3)nc3cc(C(=O)NCCCO)ccc32)cc1
2%,?,37%,?,2,3%,0%,-5%,8%,COc1cc([N+](=O)[O-])ccc1NC(=O)Cn1ccsc1=N
i,-14%[59 µM],10%,-9%,-10,?,10%,16%,4%,COc1ccc(/C=C/C(=O)Nc2ccc(-c3nnc4n3CCCCC4)cc2)c(OC)c1
i,-7%[59 µM],21%,-23%,-4,-12%,10%,-8%,-15%,Cc1ccccc1-c1noc(CCC(=O)Nc2cccc(C)c2C)n1
-1%,-2%[12.7 µM],20µM*,15%,-3,45µM*,-8%,40µM*,2%,COC(=O)C1=C(C)NC(=O)/C1=C\c1cc(C)n(-c2cccc(C)c2)c1C
-4%,13µM*,-5%,?,-21,-30%,?,-17%,7%,CN1CCc2c(sc3c2C(=O)NC(c2ccc(OC(=O)c4ccccc4)cc2)N3)C1 (stereo unspecified)
-9%,20%[59 µM],10%,1%,-8,-17%,3%,6%,0%,Cc1ccc(NC(=O)C(=O)Nc2ccccn2)cc1
i,18%[59 µM],50%[activator],5%,2,15%,13%,-5%,0%,Cc1ccc(S(=O)(=O)N(Cc2nc(-c3cccc(C)c3)no2)C2CCCCC2)cc1
0%,-8%[2.33 µM],32%,1%,7,-11%,-7%,8%,-5%,O=C(Nc1ccccc1Cl)c1ccc(=O)[nH]n1
-14%,4%[59 µM],48%[activator],-3%,-1,-2%,-6%,2%,-6%,NC(=O)COc1ccc(C2c3c(oc4ccccc4c3=O)C(=O)N2CC2CCCO2)cc1 (stereo unspecified)
0%,-8%[59 µM],10%,4%,1,-6%,2%,1%,-4%,COc1ccc(C(=O)NC(=S)Nc2ccc3oc(=O)ccc3c2)cc1
i,.,8%,-13%,-12,-18%,-5%,-12%,-14%,Cc1oc(-c2ccc(Cl)cc2)cc1C(=O)O
i,-4%,24%,13%,0,-12%,-2%,-6%,-4%,O=c1c([N+](=O)[O-])cc(C(F)(F)F)cn1Cc1c(Cl)cccc1Cl
i,6%[59 µM],34%,-6%,-1,-22%,6%,-30%,4%,CN1CCN(Cc2ccc(OCc3ccccc3)cc2)CC1
6%,19%,24%,-7%,1,-5%,12%,4%,4%,CCC(CC)C(=O)Nc1cccc(C(=O)Nc2ccc(S(N)(=O)=O)cc2)c1
-12%,7%[12.7 µM],10%,-2%,-17,5%,-4%,-5%,3%,Cc1ccc(OCCNC(=O)CCNS(=O)(=O)c2ccc3ccccc3c2)cc1
0%,.,51%[activator],-5%,-4,-11%,1%,-1%,-1%,FC(F)(F)c1ccccc1NC(=S)N1CCCCCC1
i,1%[0.501 µM],23%,-5%,-1,-13%,12%,-26%,-3%,Cc1ccn2c(=O)nc(SCC(=O)N3CCC(Cc4ccccc4)CC3)nc2c1
-10%,?,21%,-3%,-8,-8%,9%,-12%,1%,COc1cc(NC(=O)COC(=O)CO/N=C(\C)c2ccc3c(c2)OCO3)cc(OC)c1OC
i,25%,29%,-1%,-3,-10%,-1%,3%,-11%,CC(C)Cn1cnc2c1c(=O)[nH]c(=O)n2Cc1ccccc1
-5%,.,13%,-4%,-3,-9%,4%,-2%,4%,Cc1cccc(C(=O)Nc2ccc(C(=O)Nc3ccc(O)cc3)cc2)c1
-14%,?,21%,?,1,-16%,0%,?,3%,COc1ccc(CCNC(=O)Cn2ncc3c(=O)oc4ccccc4c32)c(OC)c1
6%,-23%,15%,6%,3,-30%,5%,-1%,5%,CCOc1cc(/C=N/NC(N)=O)cc(Br)c1OCc1ccccc1F
-11%,-2%[59 µM],25%,0%,-3,-19%[57.1 µM],3%,-21%,-5%,O=C1CCCC(NCCCCCCNC2=C([N+](=O)[O-])C(=O)CCC2)=C1[N+](=O)[O-]
-7%,19%[59 µM],43%[activator],-11%,7,-14%,1%,5%[57.1 µM],4%,N#Cc1c(N2CCCCC2)nc(N)c2c(N)nc3c(c12)CC(c1ccccc1)O3 (stereo unspecified)
-5%,2%,29%,-1%,3,-10%,-3%,-1%,-22%,Cc1cc(NC(=O)CCCn2nc(C)c([N+](=O)[O-])c2C)no1
1%,-2%[59 µM],22%,4%,-1,15%,-1%,.,-1%,Cn1nnnc1SCc1cccc(CSc2nnnn2C)n1
1%,?,42%[activator],0%,1,-9%,11%,6%,-4%,Cn1cccc1C(=O)c1ccc(Cl)cc1Cl
14%,2%[59 µM],14%[57 µM],2%,-2,-13%,-5%,7%,-12%,CC1C(=O)N2CCCc3cc(S(=O)(=O)Nc4ccc(Br)cc4F)cc1c32 (stereo unspecified)
-5%,9%[0.501 µM],42%[activator],1%,-12,-7%,1%,-1%,2%,Cc1cccc(NC(=O)CCSc2nc(C)cc(C)n2)c1
-4%,-3%,14%,-20%,1,?,1%,1%,-7%,OCCC1CN(Cc2cnc(-c3ccccc3)s2)CCN1C1CCCC1 (stereo unspecified)
-4%,-33%,43%[activator],-11%,-1,3%,25%,-16%,21%,COc1ccc2c(c1)CCC1C2=NN(/C(C)=C/C(C)=O)C1c1cccc(F)c1 (stereo unspecified)
2%,.,16%,-24%,1,-5%,7%,0%,0%,COC(=O)c1cc(NC(=O)C2CC(=O)NC(=NCc3ccc(OC)cc3)S2)cc(C(=O)OC)c1 (stereo unspecified)
i,16%[59 µM],-4%,3%,-9,-7%,-1%,.,-10%,CC(=O)c1ccc(NC(=O)C(C)Sc2nnnn2C)cc1 (stereo unspecified)
i,16%,40%[activator],-9%,3,-8%,2%,-21%,0%,Cc1ccccc1NC(=O)c1ccc(OCC(=O)Nc2ccccc2F)cc1
0%,.,38%[activator],-12%,2,-8%,-3%,0%,11%,CC1CC(O)C(C)CN1 (stereo unspecified)
2%,-30%[12.7 µM],38%,10%,-2,-13%,-6%,6%,3%,CCN(CC)S(=O)(=O)c1ccc(/C=C/C(=O)OCC(=O)NNC(=O)c2ccc(OC)cc2)cc1
1%,2%[12.7 µM],15%,0%,-3,-8%,-6%,-5%,0%,NC(=O)C1CCN(C(=O)c2ccc(OCC(=O)Nc3cccc(C(F)(F)F)c3)cc2)CC1
-3%,33%[activator][59 µM],69%[activator],1%,-8,24%,-6%,29%,-3%,Fc1ccc(Nc2nc(SCc3cccc(F)c3)nc3ccccc23)cc1
6%,?,27%,2%,-2,-26%,19%,2%,1%,Cc1ccc(S(=O)(=O)c2nc(-c3cccs3)oc2SCC(N)=O)cc1
-10%,-26%,47%[activator],4%,0,-6%,-1%,3%,-4%,O=C(COC(=O)CCOc1ccccc1)NCCC1=CCCCC1
5%,18%,11%,-11%,-3,?,1%,-1%,14%,O=C(CN(C(=O)c1csnn1)c1cccc2c1CCCC2)NCc1ccc(F)cc1
-6%,-17%[59 µM],34%,-6%,-5,-7%,-7%,28%,-1%,COc1cc(CC(=O)OCC(=O)NC2CCCC2)cc(OC)c1OC
-3%,2%[59 µM],-8%,6%,-7,-31%,28%,-2%,2%,CCc1ccc(C(=O)c2cn(CC(=O)Nc3cc(C)ccc3C)c3nc(C)ccc3c2=O)cc1
3%,1%,20%,24%,2,?,1%,-9%,-4%,Cn1cnc(S(=O)(=O)Nc2cc(C(F)(F)F)ccc2N2CCOCC2)c1
8%,3%[12.7 µM],42%[activator],5%,5,-15%,-2%,-27%,-7%,CCc1cc(=O)oc2c(C)c(OC(C)C(=O)N3CCC[C@@H]3C(=O)O)ccc12 (stereo partly specified)
-10%,35µM*,38%,2%,0,-20%,18%,?,-5%,CCCCN1CN(S(=O)(=O)c2ccc(OC)cc2)c2nc3ccccc3nc21
-6%,-6%[59 µM],16%,11%,-1,-22%,-6%,-7%,-1%,O=C(Nc1ccc2c(c1)OCO2)c1ccc(Br)s1
-8%,3%,21%,17%,0,-11%,-3%,3%,.,Cc1cc(C)cc(N(C(=O)C(F)(F)F)C(C(=O)NC2CCCCC2)c2cccs2)c1 (stereo unspecified)
i,2%,30%,-10%,-1,-5%,1%,-2%,5%,Cc1onc(-c2c(F)cccc2Cl)c1C(=O)c1ccccc1O
-5%,36%[0.501 µM],31%,-6%,-7,-8%,0%,-29%,1%,O=C(CN1CCOCC1)c1c[nH]c2ccccc12
1%,-7%[59 µM],-5%,0%,2,-17%,-1%,-13%,-8%,O=C(CCc1ccccc1)Nc1ccc(S(=O)(=O)Nc2nccs2)cc1
4%,?,41%[activator],-11%,0,4%,-14%,2%,-11%,O=[n+]1c2c(n([O-])c3cc(F)ccc31)CCCC2

Entries of single compounds from above.
Listed for O=[n+]1c2c(n([O-])c3cc(F)ccc31)CCCC2 = Tb PGK inh: 4%; G9a inh: ?; HP1b binding inh: 41%[activator]; GLS inh: -11%; PI4K2A inh: 0; JMJD2A Tudor inh: 4%; Pin1 inhibitor: -14%; BAZ2B block: 2%; ERG-DNA inh: -11%
Listed for Cc1onc(-c2c(F)cccc2Cl)c1C(=O)c1ccccc1O = Tb PGK inh: i; G9a inh: 2%; HP1b binding inh: 30%; GLS inh: -10%; PI4K2A inh: -1; JMJD2A Tudor inh: -5%; Pin1 inhibitor: 1%; BAZ2B block: -2%; ERG-DNA inh: 5%

From PubChem BioAssay
